HCV core dimer = inhibitors of HCV core protein dimerization, primary screen, biochemical, TR-FRET, high-throughput; TR-FRET GST/Flag-core106 dimerization, 1536-well; inhibition, % at 5 µM; actives 0.33% (n = 300,000); AID 1899, 2009;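 active means inhibition above the mean of all tested compounds plus 3 SD, set per screening campaign, cut at about 45% in these data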
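assay system = GST-tagged and Flag-tagged HCV core protein residues 1-106 | controls = unlabelled core106 and no-GST-core106 wells | incubation = compound-protein-antibody incubation 4 h at 22.5 °C | probe or stimulus = Eu donor and XL665 acceptor anti-tag antibodies | read-out = % inhibition based on acceptor/donor emission ratio | signal = TR-FRET 671 and 617 nm emission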
PP5 primary = PP5 phosphatase inhibitors, primary screen, biochemical, fluorescence. inhibition, % at 6.7 µM. actives 0.18% (n = 320,000). purified PP5c, OMFP substrate fluorescence;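 active means inhibition above the campaign's mean inhibition across all tested compounds plus 3 SD, cut at about 9.5% in these data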;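 further: 0% = DMSO only and 100% = 100 µM cantharidin control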
PAFAH2 FP inh = PAFAH2 enzyme inhibitors, primary screen, biochemical, fluorescence polarization, human; Platelet-activating factor acetylhydrolase 2, cytoplasmic (Homo sapiens), Q99487; recombinant PAFAH2, FP-rhodamine activity probe; inhibition, % at 3.39 µM; actives 0.99% (n = 340,000); AID 492956, 2010;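 active means inhibition above the mean over all tested compounds plus 3 SD, cut at about 30% in these data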;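 further: inhibitors block probe labeling of enzyme so polarization drops; 0% = enzyme with DMSO and 100% = wells lacking PAFAH2 protein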
TPT1 inhibitor = Candida albicans TPT1 enzyme inhibitors, primary screen, biochemical, fluorescence polarization; recombinant caTPT1, FP RNA substrate dephosphorylation; inhibition, % at 5 µM; actives 0.81% (n = 300,000);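 active means inhibition above the mean of all tested compounds plus 3 SD, set per screening campaign, cut at about 24% in these data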;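 further: plate controls were DMSO alone for no effect and ferristatin control at 100 nM for full effect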
procasp7 counter = procaspase-7 activators, primary screen, counter-screen for procaspase-3 activator project, biochemical, absorbance, HTS, human; actives 0.093% (n = 330,000); activation, % at 8.5 µM; recombinant procaspase-7, Ac-DEVD-pNA absorbance 405 nm; D23A/D198A/D206A triple mutant, cannot self-cleave; scale: DMSO 0, 5 µM enzyme 100; AID 463210, 2010; Caspase-7 (Homo sapiens), P55210;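 active means percent activation above the screen-wide mean plus 3 SD, cut at about 25% in these data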
Target sequence (P55210 whole entry D23A/D198A/D206A): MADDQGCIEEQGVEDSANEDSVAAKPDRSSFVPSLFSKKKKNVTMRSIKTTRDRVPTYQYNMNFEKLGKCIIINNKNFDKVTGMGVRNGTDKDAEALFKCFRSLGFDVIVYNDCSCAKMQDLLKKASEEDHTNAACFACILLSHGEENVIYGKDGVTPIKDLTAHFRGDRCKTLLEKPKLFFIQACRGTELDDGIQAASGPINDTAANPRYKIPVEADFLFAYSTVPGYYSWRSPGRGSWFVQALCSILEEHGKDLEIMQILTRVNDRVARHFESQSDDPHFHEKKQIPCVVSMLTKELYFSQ
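System: Uncleavable procaspase-7 mutant enzyme; Amount: 2 µM procaspase-7 mutant as dispensed; Schedule: 1 h compound preincubation, 2 h substrate cleavage, 25 °C; Measured by: 405 nm absorbance of p-nitroaniline; Evaluation: percent activation from buffer-corrected 0–120 min absorbance change; Control set: low DMSO alone, high DMSO plus 5 µM PC-7.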
Fh CTSL1 inh = Fasciola hepatica cathepsin L1 inhibitors, primary screen, counter-screen for PFM18AAP inhibitor project, biochemical, QFRET, fluorogenic peptide substrate. AID 1906, 2009. inhibition, % at 5.96 µM. actives 0.49% (n = 300,000). recombinant F. hepatica cathepsin L1, Z-Leu-Arg-MCA fluorescence;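 active means inhibition above the mean of all tested compounds plus 3 SD, set per screening campaign, cut at about 17% in these data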;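 further: 0% = plate median of test compound wells and 100% = 1 µM Z-Phe-Ala-diazomethylketone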
AHR act = AHR activators, primary screen, cell-based, luminescence, luciferase reporter, human; Aryl hydrocarbon receptor (Homo sapiens), P35869; AHR-responsive luciferase reporter cells; activation, % at 5 µM; actives 2.5% (n = 320,000); in the data active means activation above about 47%;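 further: 0% = vehicle wells and 100% = reference agonist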
PP1 counter = PP1-alpha phosphatase inhibitors, primary screen, counter-screen for PP5 inhibitor project, biochemical, fluorescence, OMFP substrate, single point. Serine/threonine-protein phosphatase PP1-alpha catalytic subunit (Homo sapiens), P62136. purified PP1alpha. inhibition, % at 6.7 µM. actives 0.9% (n = 320,000);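 active means inhibition above the mean inhibition of all tested compounds plus 3 SD, computed separately for each screening campaign, cut at about 15% in these data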
Target sequence (P62136 whole entry, looked up): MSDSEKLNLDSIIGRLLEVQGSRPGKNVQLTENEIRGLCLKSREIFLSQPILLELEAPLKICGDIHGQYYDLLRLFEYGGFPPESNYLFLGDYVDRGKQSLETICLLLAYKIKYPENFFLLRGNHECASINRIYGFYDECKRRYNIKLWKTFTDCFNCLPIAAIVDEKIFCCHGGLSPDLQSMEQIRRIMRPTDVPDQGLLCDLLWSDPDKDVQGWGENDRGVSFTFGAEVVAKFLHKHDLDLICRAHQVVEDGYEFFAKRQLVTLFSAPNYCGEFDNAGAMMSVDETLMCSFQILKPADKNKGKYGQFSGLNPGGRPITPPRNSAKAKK
procasp3 activ = activators of human procaspase-3 D3A mutant, primary screen, biochemical, absorbance, PC-3 D3A mutant, single concentration; Caspase-3 (Homo sapiens), P42574; recombinant procaspase-3 D3A, Ac-DEVD-pNA absorbance 405 nm; activation, % at 8.5 µM; actives 0.11% (n = 330,000); AID 463141, 2010;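 active means activation above the mean of all tested compounds plus 3 SD, cut at about 21% in these data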;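 further: 0% = DMSO alone and 100% = DMSO wells spiked with extra 5 µM PC-3 D3A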
Target sequence (P42574 whole entry D9A/D28A/D175A): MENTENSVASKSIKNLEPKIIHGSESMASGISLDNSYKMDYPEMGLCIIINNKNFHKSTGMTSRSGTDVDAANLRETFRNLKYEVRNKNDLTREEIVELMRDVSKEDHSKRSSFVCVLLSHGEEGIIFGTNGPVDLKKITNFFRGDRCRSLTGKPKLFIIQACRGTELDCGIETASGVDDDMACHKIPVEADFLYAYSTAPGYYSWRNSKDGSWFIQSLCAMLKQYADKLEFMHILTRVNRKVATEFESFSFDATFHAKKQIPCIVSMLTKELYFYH
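Assay system: Autoprocessing-dead procaspase-3 D3A mutant enzyme; also added: Ac-DEVD-pNA; doses: one concentration, 8.5 µM nominal, 0.8% DMSO; times: 1 h compound preincubation, 2 h substrate hydrolysis at 25 °C; technique: 405 nm absorbance of p-nitroaniline, reads at 0 and 120 min; measure: % activation between DMSO and enzyme-spiked controls; repeats: single replicate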
* hit, by the source's call; . = no result given.

SMILES | HCV core dimer | PP5 primary | PAFAH2 FP inh | TPT1 inhibitor | procasp7 counter | Fh CTSL1 inh | AHR act | PP1 counter | procasp3 activ
COC(=O)c1cc(S(=O)(=O)NCCc2sccc2C)c[nH]1 | 4.3 | 2.6 | 6.1 | -2.4 | 3.4 | 1.1 | 2.8 | -2.2 | -5.9
CC1(C)OC(=O)C(=CNc2cccc(O)c2)C(=O)O1 | -14.9 | 0.5 | -0.3 | -4.0 | -10.2 | 6.9 | -8.5 | -0.8 | 0.7
CCC(CC)c1nnc(NS(=O)(=O)Cc2ccccc2)s1 | -0.4 | 2.9 | 3.4 | -4.6 | -5.8 | 2.0 | 0.7 | -0.8 | -11.3
C[C@H](NC(=O)N1CCn2c1nc1ccccc12)C(=O)NCc1ccccc1 | 6.4 | 2.1 | -8.0 | -1.7 | 10.8 | -1.3 | 6.7 | -4.5 | -2.5
Cc1ccc(OCc2n[nH]c(=S)n2-c2ccccc2)cc1C | -1.0 | 0.4 | 16.0 | -1.3 | -20.9 | -0.9 | -3.1 | -1.9 | -13.9
c1ccc(Cn2ncc3c(Nc4ccccc4)ncnc32)cc1 | -1.6 | -1.1 | 6.0 | -0.2 | 2.5 | 1.3 | 6.3 | 2.0 | -1.0
Nc1ccc(C23CC4CC(CC(C4)C2)C3)cc1 | -1.4 | 2.5 | 3.7 | -0.4 | 13.4 | -3.6 | -8.8 | 3.1 | 0.1
C/C(=N\NC(=O)Cc1ccc(F)cc1)c1ccc(O)cc1 | -16.7 | -0.6 | 2.4 | 1.6 | 1.2 | 0.5 | 9.6 | 2.1 | 4.8
Cc1ccc(C(C)NC(=O)Cn2nc(C)c([N+](=O)[O-])c2C)cc1 (configuration not stated) | -9.3 | -1.1 | 14.2 | -0.4 | -3.7 | 1.0 | 4.2 | -1.6 | -7.1
Nc1c(N(CCO)C(=O)/C=C/c2ccco2)c(=O)[nH]c(=O)n1Cc1ccccc1 | -3.6 | -1.2 | 3.2 | -3.6 | 2.2 | 4.0 | 0.2 | -0.8 | -0.4
Cc1c(C#N)c(N)nc2c3c(sc12)NC(=O)CC3c1ccccc1 (configuration not stated) | 4.0 | 3.1 | -8.3 | 3.4 | 8.4 | 4.1 | -0.2 | -3.9 | 0.4
CN(Cc1ccc(F)cc1)C(=O)CNC(=O)C1CCCCC1 | -13.6 | -0.8 | 0.9 | -2.0 | 0.0 | 2.8 | 4.3 | -3.8 | 3.0
O=C(O)CSc1nnc(-c2ccc(Cl)cc2Cl)n1-c1ccc(Br)cc1 | -6.2 | 2.0 | 4.6 | -0.4 | -2.5 | 3.6 | -0.5 | 6.2 | 5.2
Cc1c(C(=O)Nc2ccc(S(=O)(=O)N3CCOCC3)cc2)cccc1[N+](=O)[O-] | -1.8 | 3.3 | -2.3 | -2.1 | -7.6 | -1.1 | 2.2 | 1.9 | 0.5
NNC(=O)c1cc(-c2ccco2)[nH]n1 | 4.4 | 2.2 | 2.6 | 1.0 | 2.9 | -6.1 | 14.8 | -2.0 | 3.0
CCC(=O)Nc1ccc(/C(C)=N\NS(=O)(=O)c2ccc(C)cc2)cc1 | 6.8 | 1.1 | -0.6 | 1.8 | -11.8 | -0.8 | 5.1 | 1.6 | -4.4
COc1ccc(NS(=O)(=O)c2ccc(-n3cnnn3)cc2)cc1OC | -7.7 | 2.7 | 6.8 | -2.0 | 0.0 | -6.5 | -2.6 | 1.5 | 8.0
O=C(CNC(=O)c1ccc2ccccc2c1)NCc1ccccc1F | 13.8 | 0.5 | -1.0 | 2.3 | 11.4 | 0.2 | 6.0 | 2.0 | -0.2
CCc1ccccc1NC(=O)COC(=O)c1c(C)nsc1NC | . | 1.3 | -1.5 | . | 1.8 | . | -0.2 | -3.5 | 4.7
Cc1ccc(-c2nnc(N3CCOCC3)c3ccccc23)cc1S(=O)(=O)NCc1cccnc1 | 1.6 | 1.7 | 6.6 | 1.7 | -6.8 | 4.7 | 0.3 | -2.8 | 3.6
O=C(COc1ccc2ccccc2c1)N/N=C/C1CC=CCC1 (configuration not stated) | -9.2 | 1.1 | -5.0 | 1.1 | 8.2 | 4.5 | 85.1* | 4.9 | 5.6
CCN(CC)C(=O)Cn1cc(S(=O)(=O)CC(=O)NCc2ccc3c(c2)OCO3)c2ccccc21 | 0.8 | 0.3 | 5.4 | 2.4 | 0.3 | -1.4 | -0.1 | -2.8 | 1.1
Cc1sc(NC(=O)c2ccco2)c(C(c2ccccc2)N2CCC(C)CC2)c1C (configuration not stated) | 2.2 | 4.3 | -3.5 | 1.7 | 2.3 | -3.1 | -1.0 | 2.3 | -3.9
O=c1nc2n(c3ncccc13)CCC2 | 1.0 | -0.8 | 3.2 | 0.3 | 4.7 | -1.9 | -0.2 | 0.3 | 2.5
Cc1cccc(C)c1NC(=O)NC1(C(=O)NCc2ccncc2)CCCCC1 | -4.1 | 1.1 | 3.1 | 1.4 | -0.2 | 0.1 | 0.2 | -0.6 | 10.7

Carrying on.
SMILES | HCV core dimer | PP5 primary | PAFAH2 FP inh | TPT1 inhibitor | procasp7 counter | Fh CTSL1 inh | AHR act | PP1 counter | procasp3 activ
CC(C)c1ccccc1-n1c(SCC(=O)c2ccc3c(c2)NC(=O)CO3)nc2ccccc2c1=O | 23.9 | -1.1 | -21.9 | 3.6 | -0.7 | 1.3 | -4.1 | 8.5 | 6.2
CC(C)n1nc(C(=O)NNC(=O)c2ccncc2)c2ccccc2c1=O | -0.7 | 1.9 | -2.8 | 1.6 | -4.7 | 5.3 | 2.8 | 1.6 | -8.1
COC(=O)c1ccccc1NC(=O)CSc1n[nH]c(CC(C)C)n1 | -2.2 | -5.0 | -4.4 | -6.9 | -7.3 | -7.8 | 1.9 | -5.2 | -8.5
O=[N+]([O-])c1ccc(C[n+]2cc(-c3ccc(Cl)c(Cl)c3)n3c2CCCCC3)cc1 | -7.1 | 0.0 | 1.3 | 0.4 | 11.4 | 1.6 | -2.0 | -3.3 | 4.4
CCN(CC)C(=O)COc1coc(CN2CCN(c3cccc(Cl)c3)CC2)cc1=O | 5.0 | -1.4 | -1.2 | 1.1 | 3.9 | -2.3 | -1.2 | -5.8 | -3.2
Cc1nc(Cc2nnc(SCC(=O)N3CCN(c4ccc(F)cc4)CC3)o2)cs1 | . | -0.8 | 1.1 | . | -2.8 | . | -0.8 | -2.4 | 7.1
CCCCCCCCC1CC(C(=O)Nc2ccccc2)C(=O)O1 (configuration not stated) | 4.7 | 5.7 | -0.3 | -2.1 | 2.2 | -1.5 | 0.5 | 4.8 | -7.6
O=C(NCc1ccc(F)cc1)C1CCCN(S(=O)(=O)c2cccc3nsnc23)C1 (configuration not stated) | 6.8 | 2.1 | 2.4 | 0.9 | 5.6 | 1.2 | 0.8 | -1.3 | 7.8
CC(C)N(C(C)C)S(=O)(=O)c1ccc(Cl)nc1 | -2.2 | -0.3 | -9.2 | -3.4 | 1.1 | -1.4 | 0.4 | 0.8 | 2.3
Cc1ccc(Nc2nc(C)cc(C)c2C(N)=O)cc1 | 1.1 | 0.4 | -0.9 | -2.1 | 11.2 | 3.7 | 14.4 | -4.2 | 0.1
CCOC(=O)N/N=C/c1c(C)nn(-c2ccccc2Cl)c1Cl | -2.0 | 0.0 | -26.8 | 0.2 | 4.6 | 2.8 | 31.2 | -4.0 | -1.4
COc1ccc(NCC(=O)Nc2ccccc2C#N)cc1Cl | -3.0 | 1.5 | 5.3 | 1.3 | -21.6 | 2.9 | 17.4 | -3.5 | -15.0
CCN1C(=NCc2ccccc2)N[C@@H](c2ccccc2)[C@H](C(=O)OC)[C@H]1C | -25.0 | -6.4 | -0.4 | 1.5 | -4.3 | 5.9 | 3.5 | -5.1 | 9.1
O=C(NCCCNC(=O)c1ccc(F)cc1)c1ccc(F)cc1 | -12.4 | 3.4 | 11.5 | -1.0 | -4.0 | 3.1 | 1.8 | -2.8 | 1.7
CCC(C)NC(=O)CC(NS(=O)(=O)c1ccc(NC(C)=O)cc1)C(C)C (configuration not stated) | 2.2 | -0.3 | -1.8 | 0.8 | -3.3 | 1.9 | 0.5 | 0.4 | 1.5
CSc1nnnn1CCn1nnnc1SC | 3.4 | -7.8 | -10.7 | -2.5 | -9.5 | 14.0 | 3.2 | -4.2 | -11.1
Cc1cccc(C(=O)N/N=C/c2cc(Br)c(Br)o2)c1 | -1.1 | 1.8 | -0.9 | 2.0 | -10.7 | 4.2 | -1.1 | 2.3 | -6.9
Cn1c(Nc2cccc(Cl)c2)nc2ccccc21 | -1.8 | 8.5 | -3.6 | 3.7 | 5.3 | -1.0 | -1.7 | -3.8 | -8.0
O=C(NC1CCCC1)c1cc(-c2ccccc2O)on1 | 0.1 | 3.0 | -0.5 | 4.6 | 6.7 | -2.5 | -3.2 | 3.6 | -0.1
C=CCN=C1S/C(=C/c2ccc([N+](=O)[O-])cc2)C(=O)N1CC=C | 1.7 | 1.3 | 10.0 | -6.2 | 14.5 | -2.4 | -1.0 | -3.4 | 2.2
CCOc1ccccc1C(=O)N1CCOCC1 | -2.6 | -1.6 | -2.1 | 2.8 | 1.9 | -1.2 | -1.6 | 1.0 | 9.7
CCOn1c(=O)c(-c2cccs2)[n+]([O-])c2ccccc21 | 3.3 | -0.5 | 9.6 | -1.4 | -9.6 | -6.7 | 9.3 | -6.1 | -10.6
CCCCOC(=O)/C=C\C(=O)NC(N)=O | 1.6 | -1.1 | -6.2 | 0.5 | -43.1 | -1.7 | 14.3 | -0.2 | -30.1

Single records, from the list above. Screens in order: HCV core dimer, PP5 primary, PAFAH2 FP inh, TPT1 inhibitor, procasp7 counter, Fh CTSL1 inh, AHR act, PP1 counter, procasp3 activ
Cc1ccc(Nc2nc(C)cc(C)c2C(N)=O)cc1 across the screens: 1.1, 0.4, -0.9, -2.1, 11.2, 3.7, 14.4, -4.2, 0.1
CC(C)N(C(C)C)S(=O)(=O)c1ccc(Cl)nc1 across the screens: -2.2, -0.3, -9.2, -3.4, 1.1, -1.4, 0.4, 0.8, 2.3
CCOc1ccccc1C(=O)N1CCOCC1 across the screens: -2.6, -1.6, -2.1, 2.8, 1.9, -1.2, -1.6, 1.0, 9.7
O=C(NC1CCCC1)c1cc(-c2ccccc2O)on1 across the screens: 0.1, 3.0, -0.5, 4.6, 6.7, -2.5, -3.2, 3.6, -0.1

Screens deposited in PubChem BioAssay by The Scripps Research Institute Molecular Screening Center.

No enrichment for hits; 5.6% or so of the library scored in one or more.
